GAA spleen mod: qHTS Assay for Inhibitors and Activators of Human alpha-Glucosidase From Spleen Homogenate. human spleen homogenate, 4-MU-alpha-glucoside fluorescence. Potency, µM (highest dose often 79.9 µM), for inactives: at the top dose activity change, negative = inhibition, most hits filed as inhibitors. hit rate 0.006% among 240,000. Lysosomal alpha-glucosidase (Homo sapiens), P10253;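 further: 0% = enzyme with vehicle and -100% = no enzyme basal signal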
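Human spleen homogenate (1 ug) with 4-methylumbelliferyl-alpha-D-glucopyranoside (1 mM final) in 50 mM citrate/phosphate pH 5.0, 0.01% Tween-20; 40 min at 37 C. Stopped at pH 10; 4-MU fluorescence Ex 365/Em 440 nm; AC50 by Hill fit.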
GoLoco inh red: qHTS Assay for Inhibitors of RGS12 GoLoco Motif Activity (Red Fluorophore). Guanine nucleotide-binding protein G(i) subunit alpha-1 (Homo sapiens), P63096. Gai1:RGS12 GoLoco peptide FP, rhodamine, 10 min. Potency, µM (series often up to 61.6 µM), for inactives: at the top dose activity, negative = inhibition, most hits filed as inhibitors. hit rate 0.44% among 230,000; active means well fitted inhibition curve with a large enough effect, not every such curve was filed as active; inactive means no such curve, though single readings can be large or run the other way; further: on the % scale 0 is the no-effect control and ±100 the full control effect; nearly all actives have a fitted effect of over 30% in size; many of its hits are not listed in these tables
Target sequence (P63096 whole entry, looked up): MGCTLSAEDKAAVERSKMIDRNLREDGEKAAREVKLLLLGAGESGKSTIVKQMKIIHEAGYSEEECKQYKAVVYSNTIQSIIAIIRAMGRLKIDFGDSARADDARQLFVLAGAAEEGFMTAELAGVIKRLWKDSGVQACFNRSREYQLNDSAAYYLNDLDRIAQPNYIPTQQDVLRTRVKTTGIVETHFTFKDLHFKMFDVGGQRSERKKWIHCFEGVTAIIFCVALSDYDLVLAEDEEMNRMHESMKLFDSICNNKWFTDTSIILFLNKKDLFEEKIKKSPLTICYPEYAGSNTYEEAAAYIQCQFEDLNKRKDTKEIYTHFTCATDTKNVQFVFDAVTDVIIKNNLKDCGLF
GAA glycogen mod: qHTS Assay for Inhibitors and Activators of Human alpha-Glucosidase Cleavage of Glycogen | hit rate 0.38% among 300,000 | Potency, µM (doses to about 76.4 µM), for the others: at the top dose activity change, negative = inhibition, actives largely listed as inhibitors | Lysosomal alpha-glucosidase (Homo sapiens), P10253 | recombinant GAA, glycogen substrate, Amplex Red glucose oxidase fluorescence;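 further: 0% = full enzyme reaction and -100% = no-enzyme basal signal; the screen sought inhibitors and activators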
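Natural-substrate format: glycogen cleavage by 4 nM human enzyme, glucose read by Amplex Red coupling (Ex 573, Em 610 nm). Normalized to enzyme and no-enzyme controls.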
IMPase Li inh: qHTS Assay for Identifying the Cell-Membrane Permeable IMPase Inhibitors: Potentiation with Lithium; Potency, µM (highest dose often 59.4 µM), for inactives: top-dose activity, negative = IMPase inhibition, hits mostly inhibitors; CHO-M1 cells, IP1 TR-FRET (IP-One), carbachol + lithium; hit rate 0.35% among 210,000;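 further: IP1 builds up when IMPase is blocked and the TR-FRET signal falls; plate controls were basal vehicle for no effect and high inhibitor control for full effect; nearly all actives have a fitted effect of over 50% in size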
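IP1 accumulation measured by competitive TR-FRET in lysed CHO-M1 cells after 30 min compound exposure at 37C, with a small lithium addition to potentiate weak responses. Hill-equation AC50 from ratio and donor-channel data.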
GAA inh: qHTS Assay for Inhibitors of Human alpha-Glucosidase as a Potential Chaperone Treatment of Pompe Disease; Potency, µM (doses to about 76.9 µM), inactives show at the highest dose activity change, negative = inhibition, most hits filed as inhibitors; purified human GAA, 4-MU-alpha-glucoside fluorescence; hit rate 0.005% among 200,000; AID 1466, 2008; Lysosomal alpha-glucosidase (Homo sapiens), P10253;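 further: plate controls were uninhibited enzyme wells for no effect and no-enzyme background for full effect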
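Human alpha-glucosidase, 4 nM, pre-mixed with test compounds before 400 uM 4-methylumbelliferyl substrate; 20 min room temperature at pH 5.0. Fluorescence read after pH 10 stop; AC50 values from Hill-equation fits.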
HTT ATP protect: qHTS Multiplex Assay to Identify Dual Action Probes in a Cell Model of Huntington: Cytoprotection (ATP). Potency, µM (series often up to 56.4 µM), for inactives: cytoprotection (ATP increase), hits mostly activators. PC12 HTT-Q103 induced, cytoprotection, ATP luminescence, 40 h. hit rate 0.14% among 230,000. AID 1471, 2008;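 further: % of control where 0% means no effect; nearly all actives have a fitted effect of over 45% in size; toxic huntingtin expression switched on by the ecdysone agonist tebufenozide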
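Cells were plated at 1500 per well in phenol red-free DMEM with 5% equine and 5% calf serum. Tebufenozide (100 nM final) and compounds were added, then ATPlite reagent, and luminescence was read.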
HTT aggregate: qHTS Multiplex Assay to Identify Dual Action Probes in a Cell Model of Huntington: Aggregate Formation (GFP) | PC12 HttQ103-GFP aggregates, Acumen cytometry, 40 h | Potency, µM (doses to about 46.1 µM), inactives show top-dose activity change, negative = inhibition, hits mostly inhibitors | hit rate 1.1% among 220,000; further: on the % scale 0 is the no-effect control and ±100 the full control effect; nearly all actives have a fitted effect of over 60% in size
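Using laser scanning cytometry, GFP-positive aggregates were counted after lysis of PC12 cells induced with 100 nM tebufenozide to express HTT exon 1 Q103–GFP. Compounds were tested in titration.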
* hit, by the source's call; ? = inconclusive; nt = not tested or not shown; [ ] = another dose, or the depositor's remark. Unless noted, the call rests on the fitted dose curve; in most records, active means well fitted curve in the direction sought with a large enough effect; inconclusive means small, poorly fitted or top-dose-only effect, or another doubt; inactive means no such curve, though single readings can be large; an effect the other way counts as inactive or inconclusive. Potency means the concentration at half of the fitted maximal effect. Only part of the results is shown (hit frequency here may not be typical).

| nr | Structure | GAA spleen mod | GoLoco inh red | GAA glycogen mod | IMPase Li inh | GAA inh | HTT ATP protect | HTT aggregate |
| --- | --- | --- | --- | --- | --- | --- | --- | --- |
| 1 | COC(C[C@H]1O[C@H]1C(=O)COCc1ccccc1)OC | -2% | 8% | 1% | nt | nt | 18%[10 µM] | -1%[9.22 µM] |
| 2 | COc1ccccc1NC(=O)c1ccc(C)s1 | 6% | 2% | 3% | -2% | 0% | -3%[10 µM] | -6% |
| 3 | CC1(C)O[C@H]2[C@@H](O1)[C@@H](On1nnc3ccc(Cl)cc31)O[C@@H]2[C@@H]1COC(C)(C)O1 | nt | -3%[14.2 µM] | nt | 8% | nt | -4%[10 µM] | nt |
| 4 | C/C(=N\N=C(/N)SC1CC(=O)N(c2ccc(Cl)cc2)C1=O)c1cccs1 (configuration not stated) | -4% | 5% | -15% | 0% | -1% | 29%[10 µM] | 1% |
| 5 | O=Cc1ccc(O)c(O)c1 | 3% | 4% | nt | 5% | 6%[15.4 µM] | nt | -18% |
| 6 | Cc1ccc(/C=C(/C#N)C(=O)NC(C)c2ccccc2)o1 (configuration not stated) | 1% | 26% | 0% | -2% | -6% | -7%[10 µM] | 14% |
| 7 | O=C1C2CCCN2C(c2ccco2)N1c1ccc(F)cc1 (configuration not stated) | 6% | 7% | 4% | 5% | 3% | 4% | 5% |
| 8 | CCCC(=O)NCCc1nc2ccccc2n1C | -6% | 1% | 3% | 24%[38.3 µM] | -7% | 16% | -8% |
| 9 | Cc1cccc(-c2nc(CN3CCCC(C(=O)NC4CCCC4)C3)c(C)o2)c1 (configuration not stated) | 7% | 0% | 2% | 1% | -12% | 12%[10 µM] | -21% |
| 10 | Cc1onc(-c2ccccc2)c1C(=O)NCc1ccco1 | 2% | nt | -12% | nt | -2% | -12% | -22% |
| 11 | CCc1nnc(NC(=O)CSc2nc(C3CCCCC3)nc3ccccc23)s1 | -3% | -3% | -2% | 7.9µM* | 5% | -26% | 21% |
| 12 | COc1ccc2cc(C(=O)Nc3ccc(O)cc3)sc(=O)c2c1OC | -16% | 10% | -13% | 8% | -3% | 12%[10 µM] | 27% |
| 13 | COc1ccccc1C(=O)Nc1ccc(OCc2nnc3c4ccccc4c(C)nn23)cc1 | -6% | 9% | 0% | 3% | -9% | -9%[0.074 µM] | 21% |
| 14 | COc1ccc(-c2cc(C(=O)O)[nH]n2)cc1OC | 0% | 6% | 1% | -18%[38.3 µM] | -3% | -1% | 22% |
| 15 | CCn1nnnc1SCC(=O)N(C1CCCCC1)C1CCCCC1 | -6% | 1% | 5% | 12%[38.3 µM] | -7% | -7%[10 µM] | 13% |
| 16 | COc1ccc(CCNC(=O)NC(C(F)(F)F)C(F)(F)F)cc1OC | -2% | 6% | 4% | 19%[38.3 µM] | -5% | 6%[10 µM] | -16% |
| 17 | Cn1c(CNc2ccccc2)nc2ccccc21 | -2% | 6% | -8% | -8%[38.3 µM] | 7% | -22% | 3% |
| 18 | C/C(=N/NS(=O)(=O)c1ccc(Cl)cc1)c1cccc(NC(=O)c2ccc(Cl)cc2Cl)c1 | -7% | -8% | 3% | 1%[38.3 µM] | -3% | -82%[inhibitor] | ? |
| 19 | COc1ccccc1/C=N/NC(=O)c1ccccc1NS(=O)(=O)c1ccc(C)cc1 | -5% | -2% | -5% | 2% | -2% | 9%[10 µM] | ? |
| 20 | O=C1OCc2cc(NC(=O)C3CCCO3)ccc21 (configuration not stated) | -9% | -3% | 12% | 0%[38.3 µM] | -6% | 10% | 4% |
| 21 | CCOC(=O)C1=C(C)NC(=O)NC1c1ccc(OC(C)C(=O)O)c(OC)c1 (configuration not stated) | -21% | -5% | 1% | 17%[38.3 µM] | -1% | -8% | -11% |
| 22 | O=C1c2ccc([N+](=O)[O-])cc2NC(c2ccco2)N1/N=C/c1ccco1 (configuration not stated) | -2% | -9% | -3% | nt | nt | 10%[10 µM] | 16%[9.22 µM] |
| 23 | OCCCc1nc2n(n1)C(c1cccs1)C=C(c1ccccc1)N2 (configuration not stated) | 3% | 8% | 15% | -8%[38.3 µM] | ? | -26% | -18% |
| 24 | O=C(O)c1ccc(C(=O)c2ccc3c(c2)C(=O)N(CCO)C3=O)cc1 | 3% | -9% | -11% | nt | nt | 22%[10 µM] | -7%[9.22 µM] |
| 25 | Cc1noc(-c2ccc(C(F)(F)F)cc2)c1NC(=O)Nc1ccc(Cl)cc1 | -1% | 6% | 3% | nt | nt | 14%[10 µM] | -31%[9.22 µM] |
| 26 | CC(C)(C)c1ccc(/C=C2\Oc3c(ccc(O)c3CN3CCN(CCO)CC3)C2=O)cc1 | -13% | -3% | 9% | nt | -9% | 0%[10 µM] | -5%[9.22 µM] |
| 27 | COCCCNC(=S)NC(=O)c1ccccc1 | -6% | 11% | -3% | -4% | 0% | 8%[0.074 µM] | -9% |
| 28 | CC(C)CCNC(=O)NC(=O)COC(=O)C1CCN(S(=O)(=O)c2ccccc2F)CC1 | -10% | 7% | -4% | -4% | -6% | 14%[10 µM] | -11% |
| 29 | Cn1c(CCNC(=O)c2ccccc2)nc2ccccc21 | 11% | -19% | 10% | 4% | -3% | -3% | -12% |
| 30 | CN1CCN(Cc2cccc(Oc3ccccc3)c2)CC1 | 1% | 1% | 7% | 30%[activator][38.3 µM] | -5% | -11% | 3% |
| 31 | COc1ccccc1-c1nc(-c2cccc(C)c2)no1 | -3% | -18% | -8% | 37%[38.3 µM] | -2% | -6% | 10% |
| 32 | C/C=C/C=C/C(=O)N1CC2(CC(c3cccc(NC(=O)/C=C/C)c3)=NO2)C[C@@H]1C(N)=O (some centres not stated) | -3% | -16% | 6% | nt | nt | 22%[10 µM] | -32%[9.22 µM] |
| 33 | CCc1ccc(OCC(=O)N/N=C(\C)c2ccc(-n3ccnc3)cc2)cc1 | 2% | nt | -3% | nt | -4% | 6%[10 µM] | ? |
| 34 | O=C(Nc1cccc(F)c1)N1CCCC(CNS(=O)(=O)Cc2ccccc2)C1 (configuration not stated) | -6% | -7% | -12% | -1% | 10% | -14%[10 µM] | -10%[9.22 µM] |
| 35 | COc1ccc(C(=O)C2CCCN(C(=O)c3cccnc3OC)C2)cc1F (configuration not stated) | -1% | -9% | -4% | 6% | -7% | -2%[10 µM] | 3%[9.22 µM] |
| 36 | COc1ccc(Cl)cc1NC(=O)CSc1nc(C)cc(C)n1 | 0% | 8% | 5% | -5% | 9% | -17%[10 µM] | -12%[9.22 µM] |
| 37 | COc1cccc(NC(=O)c2ccccc2-c2nc(-c3ccccc3)no2)c1 | 5% | 0% | -9% | 1%[38.3 µM] | -1% | 3% | 19% |
| 38 | Fc1cccc(/C=C2\CCCC3=C2NC(=S)NC3c2cccc(F)c2)c1 (configuration not stated) | -2% | 7% | -16% | nt | -12% | 15%[10 µM] | 8%[9.22 µM] |
| 39 | COCCCNC(=O)c1c(-c2ccccc2)noc1C | -1% | 9% | -10% | 2%[38.3 µM] | 0% | -7% | 8% |
| 40 | COc1ccccc1CNC(=O)/C=C/c1ccc(S(=O)(=O)NCc2ccco2)cc1 | -4% | 3% | 7% | 3% | ? | 12%[10 µM] | 29% |
| 41 | CC(C)C(N)C(=O)NC(Cc1c[nH]c2ccccc12)C(=O)O (configuration not stated) | 2% | 0% | nt | 7% | nt | nt | nt |
| 42 | CCCOC(=O)C1=C(C)NC2=C(C(=O)CCC2)C1c1cccs1 (configuration not stated) | 0% | 6% | 6% | 2%[38.3 µM] | 6% | -2% | 10%[9.22 µM] |
| 43 | Cc1cccc(C)c1NC(=O)C(=O)c1cn(C)c2ccccc12 | 1% | -5% | 5% | -1% | -2% | -51%[inhibitor] | -12% |
| 44 | CC(=C\c1ccco1)/C=C(\C#N)C(=O)NCCc1c[nH]c2ccccc12 | -8% | nt | 12% | nt | -1% | 9%[10 µM] | -3% |
| 45 | COc1ccc(CN2C(=O)CN=C2Nc2cccc(C)c2C)cc1 | -8% | 6% | -2% | 11%[38.3 µM] | -2% | -11% | 1% |
| 46 | C=CCNC(=S)N1CCC(C(=O)c2ccc(OC)cc2)CC1 | 2% | 7% | ? | 0%[38.3 µM] | 3% | -7% | -2% |
| 47 | N#C/C(=C\c1ccccc1)C(=O)Nc1cc(S(=O)(=O)N2CCOCC2)ccc1N1CCCC1 | 3% | nt | -5% | nt | -1% | 0.71µM* | ? |
| 48 | COCc1[nH]nc2c1C(c1cc(OC)c(O)c(OC)c1)C(C#N)=C(N)O2 (configuration not stated) | 2% | 136%[activator] | nt | 30%[38.3 µM] | 1% | 4%[10 µM] | -5% |
| 49 | COc1cccc([C@@H]2Oc3ccc(Br)cc3C[C@H]2OC(=O)N[C@H](C)C2CCCCC2)c1 | 4% | 1% | nt | 14% | nt | -44% | nt |
| 50 | CN(C)CCOc1ccccc1C(C)(C)C | 4% | -8% | 5% | 44%[activator][38.3 µM] | 2% | -4% | 2% |
| 51 | COc1c(Br)cc([N+](=O)[O-])c(OC)c1C(=O)NC(=O)Nc1c(Cl)cccc1Cl | -3% | -7% | -4% | nt | 1%[15.4 µM] | -3%[10 µM] | -10%[9.22 µM] |
| 52 | O=C(O)/C=C\C(=O)Nc1ccc(N2CCN(c3ccc(Cl)cc3)CC2)cc1 | 3% | 10% | -14% | 6% | -8% | -7%[10 µM] | -8%[9.22 µM] |
| 53 | CCC(Oc1ccccc1)C(=O)Nc1cc(C)on1 (configuration not stated) | 1% | 1% | 7% | 21%[38.3 µM] | -2% | 5%[10 µM] | -14% |
| 54 | CCN(N=Nc1cccc([N+](=O)[O-])c1)c1cccc([N+](=O)[O-])c1 | 3% | 10% | 4% | 16%[38.3 µM] | -3% | 16% | 6%[9.22 µM] |
| 55 | C[C@H](NC(=O)Nc1cccc(Br)c1)C(=O)O | 3% | 0% | 5% | nt | nt | -7%[10 µM] | 8%[9.22 µM] |
| 56 | CC(C)(C)CC(C)(C)N1CNC(=S)NC1 | 6% | 0% | -8% | nt | 3% | 20%[10 µM] | 18%[9.22 µM] |
| 57 | COC(=O)c1c(C)[nH]c(C(=O)/C=C/c2ccc(Cl)cc2)c1C | 3% | -16% | -6% | -2% | -8% | -9%[10 µM] | ? |
| 58 | O=C(NCCOc1cccc2cccnc12)c1cccs1 | -4% | 4% | -3% | 1% | -7% | nt | 3% |

Screens: PubChem, National Center for Advancing Translational Sciences (NCATS)
